Screens as filed in PubChem BioAssay.
D1 agonist: activates the human D1 dopamine receptor; P21728; HEK293 T-REx D1 cells, calcium flux, agonist mode; activation, % at 2 µM; actives 1% (n = 360,000); AID 504660; also: 0% is about no effect
Target sequence (P21728 whole entry, looked up): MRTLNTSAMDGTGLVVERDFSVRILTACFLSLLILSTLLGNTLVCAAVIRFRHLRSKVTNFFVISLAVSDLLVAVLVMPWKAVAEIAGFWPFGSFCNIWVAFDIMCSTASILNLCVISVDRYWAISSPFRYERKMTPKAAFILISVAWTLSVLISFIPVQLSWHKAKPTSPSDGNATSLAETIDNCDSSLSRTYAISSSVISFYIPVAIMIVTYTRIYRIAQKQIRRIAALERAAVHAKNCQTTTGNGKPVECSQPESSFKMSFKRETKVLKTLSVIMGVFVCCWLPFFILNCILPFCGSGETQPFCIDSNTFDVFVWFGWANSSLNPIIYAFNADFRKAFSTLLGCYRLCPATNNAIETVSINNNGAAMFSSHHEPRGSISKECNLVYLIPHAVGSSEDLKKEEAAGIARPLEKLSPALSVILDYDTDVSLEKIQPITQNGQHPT
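Inducible HEK293 T-REx D1 cells, force-coupled to calcium signalling, were plated at 4000 cells/well with tetracycline and held overnight at 30 C. After no-wash calcium dye loading, compound-evoked calcium rise over 180 s flagged agonists.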
TRHR PAM: allosteric enhancers of human TRH receptor. P34981. TRHR cells, fluo-8 calcium fluorescence, EC20 TRH enhancement. enhancement, % at 2 µM. actives 0.66% (n = 360,000); in the data active = enhancement above about 30%; also: 0% is about no effect
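TRHR-expressing cells loaded with fluo-8 calcium dye were read kinetically (ex 480/em 530) during compound addition, then stimulated with an EC20 of TRH (10 nM final). Enhancement of the Gq-mediated intracellular calcium response was scored.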
D1 antagonist: human D1 dopamine receptor antagonism; P21728; actives 3.2% (n = 360,000); activity change, negative = inhibition, % at 10 µM; HEK293 TREx D1 cells, calcium flux, dopamine EC80; stronger effect = lower value; AID 504652; in the data active = activity change below about -30%; also: % is scaled to controls: 0 for no effect and ±100 for the full control effect
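Compound effects on dopamine-evoked calcium signalling were measured in tetracycline-induced HEK293 Trex D1 cells. Dopamine at EC80 followed a 180 s compound pre-read, and fluorescence was tracked kinetically for 180 s more.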
D1 PAM: enhances dopamine response at the human D1 receptor. actives 0.036% (n = 360,000). P21728. potentiation, % at 10 µM. HEK293 TREx D1 cells, calcium flux, dopamine EC20 potentiation; in the data active = potentiation above about 30%; also: 0% is about no effect
D2 antagonist: antagonists of human D2 dopamine receptor. P14416. HEK293 TREx D2 cells, calcium flux, dopamine EC80. inhibition, % at 10 µM. actives 2% (n = 340,000). AID 485344; in the data active = inhibition above about 30%; also: 0% is about no effect
Target sequence (P14416 whole entry, looked up): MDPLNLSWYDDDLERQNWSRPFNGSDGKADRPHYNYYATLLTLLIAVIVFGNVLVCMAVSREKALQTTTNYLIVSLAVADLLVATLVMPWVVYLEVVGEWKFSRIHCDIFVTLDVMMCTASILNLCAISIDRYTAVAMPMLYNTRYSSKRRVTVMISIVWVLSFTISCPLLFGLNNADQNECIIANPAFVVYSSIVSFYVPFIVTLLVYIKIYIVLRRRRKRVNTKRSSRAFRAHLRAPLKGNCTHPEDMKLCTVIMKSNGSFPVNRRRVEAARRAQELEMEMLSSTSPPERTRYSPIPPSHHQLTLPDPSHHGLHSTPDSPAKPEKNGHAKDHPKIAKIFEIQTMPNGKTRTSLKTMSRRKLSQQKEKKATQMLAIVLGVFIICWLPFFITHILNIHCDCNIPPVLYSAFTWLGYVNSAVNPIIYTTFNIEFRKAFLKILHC
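Dopamine at EC80 is the agonist stimulus; test compounds precede it by 180 s. Calcium flux read kinetically in a force-coupled, inducible HEK293 T-REx D2 cell line.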
D2 PAM: positive allosteric modulators of human D2 dopamine receptor. P14416. HEK293 T-REx D2, calcium flux, EC20 dopamine potentiation. potentiation, % at 10 µM. actives 0.34% (n = 340,000);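 active = potentiation over 3 SD above the plate norm, cut at about 30% in these data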; also: 0% is about no effect
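Calcium flux readout, no-wash dye, 1 read/s. Inducible HEK293 Trex D2 line, overnight 30 C. Compound alone 180 s (agonist flags), then EC20 dopamine, another 180 s to score potentiation.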
RXFP1 antag: RXFP1 (human) relaxin receptor antagonism | HEK293-RXFP1, relaxin-stimulated cAMP HTRF, 30 min; stronger effect = lower value | activity change, negative = inhibition, % at 57.5 µM | actives 0.59% (n = 350,000) | AID 1259400 | Q9HBX9;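 active = activity change of -60% or lower, but not beyond a set lower limit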; also: % is scaled to controls: 0 for no effect and ±100 for the full control effect
TRHR ag: agonists of human TRH receptor; TRHR cells, calcium flux fluo-8, FDSS agonist mode; activation, % at 2 µM; actives 0.18% (n = 360,000); AID 493084; also: 0% is about no effect
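Read-out: compound-evoked intracellular calcium rise in TRHR cells, fluo-8 dye, kinetic FDSS fluorescence at 1 s/cycle following a 10-cycle baseline. Cells cultured overnight before dye loading (30 min–1.5 h, RT).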
D2 ag: D2 dopamine receptor (human) agonism; P14416; HEK293 T-REx D2 cells, calcium flux agonist mode; activation, % at 2 µM; actives 0.53% (n = 340,000); AID 485358;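 active = activation over 3 SD above normal in the single-dose calcium agonist read, cut at about 30% in these data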; also: 0% is about no effect
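Tetracycline-induced HEK293 T-REx cells with force-coupled D2 receptor, plated overnight at 30 C, loaded with no-wash calcium dye. After a 10 s baseline, compound was pin-added and calcium flux read kinetically for 180 s; calcium rises flagged agonists.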
* = called active by the depositor; · = no result given. Rule as the data show it, unless noted: active = activation above about 30%; inactive = the rest.

No.	smiles	D1 agonist	TRHR PAM	D1 antagonist	D1 PAM	D2 antagonist
1	COC(=O)c1cn(NC(=O)c2ccc([N+](=O)[O-])cc2Cl)c(=O)c2ccccc12	-1	3	-5	-1	-54
2	CCC(C)(C)NC(=O)/C=C/c1cccs1	2	9	-14	-1	2
3	CCOc1ccc(C(=O)NC(=S)Nc2ccc(NC(=O)CC)cc2)cc1[N+](=O)[O-]	7	1	10	-6	-8
4	O=C(Nc1ccccc1Cl)C(Cl)C(=O)c1ccccc1 (configuration not stated)	6	-12	-5	-9	·
5	CSc1sc(C)cc1C=O	5	-3	-13	-6	-23
6	CCc1nnc(NC(=O)c2cc(-c3cccnc3)nc3ccccc23)s1	3	-8	12	-1	3
7	CC1(C)C2CCC1(CS(=O)(=O)NCc1ccc(C(F)(F)F)cc1)C(=O)C2 (configuration not stated)	3	-3	-22	-3	8
8	Cc1noc(C)c1COC(=O)CNC(=O)c1ccc(Cl)cc1	5	-5	3	-5	1

No.	D2 PAM	RXFP1 antag	TRHR ag	D2 ag
1	1	-4	0.2	2.0
2	-5	·	0.3	1.3
3	-9	-16	-0.3	0.3
4	·	2	-0.6	·
5	11	0	0.9	4.8
6	1	-8	-0.2	1.3
7	-4	-9	-0.4	-0.3
8	-1	-7	0.0	-0.3

(more compounds)
No.	smiles	D1 agonist	TRHR PAM	D1 antagonist	D1 PAM	D2 antagonist
9	O=C(COc1cccc2ccccc12)NNC(=O)c1cnccn1	0	1	6	1	6
10	CC12/C(=N/O)C3C4CC5C3/C(=N/O)C1C5C42 (configuration not stated)	0	-1	2	-1	2
11	Cc1c(C)n2c(SCC(=O)NCc3ccc4c(c3)OCO4)nnc2[nH]c1=O	1	-11	-2	-1	12
12	Cc1cc(=O)[nH]c(SCC(=O)Nc2c(C)n(C)n(-c3ccccc3)c2=O)c1C#N	0	8	3	1	-8
13	COc1ccc(CCNc2nc(=S)[nH]c3cc(OC)c(OC)cc23)cc1OC	1	-6	-21	-2	-19
14	CC(Sc1nc2ccccc2n1C)C(=O)NC(c1ccccc1)c1ccccc1 (configuration not stated)	16	-1	21	22	-8
15	Cc1nc(NC(=O)c2ccccc2)sc1-c1csc(Nc2ccc(Cl)cc2)n1	1	5	6	-3	2
16	COc1cc(NS(=O)(=O)c2ccc(N/C=C(\C=O)c3nc4ccccc4o3)cc2)nc(OC)n1	6	8	13	-1	1

No.	D2 PAM	RXFP1 antag	TRHR ag	D2 ag
9	-5	·	0.1	0.5
10	-2	2	0.0	-1.9
11	6	-4	0.4	1.6
12	3	-1	0.7	1.0
13	-7	-9	-0.1	-0.5
14	5	-6	-0.7	-0.1
15	10	·	0.2	0.6
16	-1	-15	0.3	0.6

Profiles as entered above. Order of values: D1 agonist, TRHR PAM, D1 antagonist, D1 PAM, D2 antagonist, D2 PAM, RXFP1 antag, TRHR ag, D2 ag
`O=C(COc1cccc2ccccc12)NNC(=O)c1cnccn1` as listed: 0, 1, 6, 1, 6, -5, ·, 0.1, 0.5
`CC1(C)C2CCC1(CS(=O)(=O)NCc1ccc(C(F)(F)F)cc1)C(=O)C2` (configuration not stated) as listed: 3, -3, -22, -3, 8, -4, -9, -0.4, -0.3
`CSc1sc(C)cc1C=O` as listed: 5, -3, -13, -6, -23, 11, 0, 0.9, 4.8

The list continues.
No.	smiles	D1 agonist	TRHR PAM	D1 antagonist	D1 PAM	D2 antagonist
17	CCSc1nnc(NC(=O)C(NC(=O)c2ccc(Cl)cc2)C(C)C)s1 (configuration not stated)	3	-8	-7	-8	25
18	Cc1cccc(NC(=S)NCCc2ccc(S(N)(=O)=O)cc2)c1C	0	3	4	-6	19
19	CSCCC(NC(=O)c1c(C)oc2c1CCCC2)C(=O)O (configuration not stated)	0	1	15	-5	19
20	CN(CC(=O)Nc1ccccc1Cl)C(=O)Cn1cc(C(F)(F)F)ccc1=O	-2	-8	-33*	0	-8
21	CC(C)(C)C(=O)Nc1nc2c(s1)CN(Cc1ccccc1)CC2	3	4	-20	0	-12
22	CC(=O)N=c1c(C#N)cc2c(=O)n3cccc(C)c3nc2n1CCCOC(C)C	2	-1	5	2	-11
23	CC(=O)NC(CC(=O)c1ccc([N+](=O)[O-])cc1)C(Cl)(Cl)Cl (configuration not stated)	2	3	7	5	-6
24	Cc1ccc(-c2noc(-c3cc(C(C)(C)C)nn3Cc3ccccc3)n2)cc1	2	-3	0	-9	11

No.	D2 PAM	RXFP1 antag	TRHR ag	D2 ag
17	-19	·	0.4	-0.5
18	7	-8	0.7	0.9
19	6	9	0.0	0.9
20	12	-4	-0.3	0.0
21	2	-1	1.4	0.5
22	10	2	-0.7	-0.8
23	-1	6	-0.5	-0.4
24	-1	-3	1.9	1.2

More structures follow:
No.	smiles	D1 agonist	TRHR PAM	D1 antagonist	D1 PAM	D2 antagonist
25	Cc1cc(Br)ccc1NC(=O)CN1C(=S)NC(C)(C)CC1C (configuration not stated)	-1	3	1	5	10
26	CCOC(=O)C1=C(N)n2c(s/c(=C\c3ccncc3)c2=O)=C(C(=O)OCC)C1c1ccncc1 (configuration not stated)	3	-17	-16	-3	2
27	CC(OC(=O)c1nn(C)c(=O)c2ccccc12)C(=O)NC1CCCCC1C (configuration not stated)	1	22	2	-3	-2
28	CN(C)c1cccc(C(=O)N2CCCC(CCC(=O)N3CCN(c4ccccn4)CC3)C2)c1 (configuration not stated)	1	-1	-9	-1	7
29	COc1ccc(OC)c(CCNC(=O)Cc2ccc(NC3=NC4CS(=O)(=O)CC4S3)cc2)c1 (configuration not stated)	1	-1	-22	-4	27
30	COc1ccc(NC(=S)N(CCN2CCCCC2)Cc2ccco2)cc1	-1	0	-3	-1	6
31	COCCOC(=O)C1=C(C)NC(=O)NC1c1ccc(Cl)cc1 (configuration not stated)	0	3	4	-2	4
32	CCN1CCc2c(OCC(=O)Nc3ccc(C)cc3)cccc2C1=O	3	12	-1	-1	-18

No.	D2 PAM	RXFP1 antag	TRHR ag	D2 ag
25	6	-24	-0.4	-1.2
26	3	-1	-0.1	0.2
27	-6	2	-0.1	0.0
28	-18	-4	-0.2	0.9
29	-3	-6	0.4	-0.5
30	-23	-13	-0.1	0.0
31	0	-9	0.3	-0.4
32	1	-5	1.0	0.8

Additional results follow.
No.	smiles	D1 agonist	TRHR PAM	D1 antagonist	D1 PAM	D2 antagonist
33	O=C(Oc1c(Cl)cc(Cl)c2cccnc12)N1CCCCC1	2	6	-15	2	-5
34	Cc1cc(NC(=O)c2nn3cccnc3c2Cl)no1	1	-1	-4	0	10
35	CN(C)c1nccc(NCc2ccccc2)c1C#N	1	2	-7	-3	-2
36	CCOc1ccc(C2C=C(c3ccc(C)cc3)Nc3ncnn32)cc1 (configuration not stated)	5	-6	-1	-5	-5
37	CCC(C)NC(=O)Cc1ccc(-c2ccccc2)cc1 (configuration not stated)	5	-2	12	-5	6
38	CCOc1ccc(OCC)c(NC(=O)CSc2nnc(Cn3cnc4ccccc43)n2C)c1	2	-4	4	0	7
39	CCOC(=O)C1CCN(S(=O)(=O)c2ccc3[nH]c4c(c3c2)CCCC4)CC1	7	22	-12	1	26
40	CC(C)C(=O)NCc1cc(-c2ccc(Cl)cc2)no1	-1	8	·	2	42*

No.	D2 PAM	RXFP1 antag	TRHR ag	D2 ag
33	-7	-12	-2.5	-0.7
34	10	3	0.4	0.8
35	·	-6	-0.4	0.5
36	-16	·	5.8	0.9
37	-5	-3	0.0	-0.5
38	-5	-3	-1.1	-0.1
39	13	-18	0.2	-0.5
40	-11	-2	-0.4	-0.7

(further entries)
No.	smiles	D1 agonist	TRHR PAM	D1 antagonist	D1 PAM	D2 antagonist
41	COC(CNC(=O)c1ccc(CS(=O)(=O)c2c(Cl)cccc2Cl)o1)OC	4	-5	-11	-8	-14
42	COc1ccc(CNC(=O)N[C@H](C(=O)O)C(C)C)cc1OC	2	6	13	-1	·
43	CC(C)(C)OC(=O)N[C@@H](Cc1ccccc1)C(=O)NCC1CCC(C(=O)N[C@@H](CCC(N)=O)C(=O)O)CC1 (some centres not stated)	2	3	3	1	1
44	CCOc1ccc(C2/C(=C(/O)c3ccc(S(=O)(=O)N4CCCCC4)cc3)C(=O)C(=O)N2CCCOC)cc1OC (configuration not stated)	3	-1	10	1	-2
45	CSCC[C@H](NC(=O)Nc1ccc(C)cc1C)C(=O)O	10	25	146	-2	-6
46	CCOCc1c(C(=O)OCC(=O)/C(C#N)=C(\C)N)oc2ccccc12	4	-5	-10	-1	7
47	CCCN(S(=O)(=O)c1ccccc1F)S(=O)(=O)c1ccccc1Br	9	-7	8	-4	-3
48	Cc1cccc([C@@H]2[C@@H]3C(=O)N(Cc4ccccc4)C(=O)[C@@H]3[C@]3(Cc4ccccc4)C(=O)N(c4cccc(Cl)c4)C(=O)N23)c1	4	-3	2	-2	-3

No.	D2 PAM	RXFP1 antag	TRHR ag	D2 ag
41	-7	0	-0.6	-0.3
42	·	-1	-0.6	·
43	4	1	-0.7	1.8
44	-4	-6	-0.1	0.9
45	-4	-11	-0.6	1.7
46	3	0	0.6	0.6
47	21	20	1.9	0.8
48	-2	·	0.8	0.3

(further entries)
No.	smiles	D1 agonist	TRHR PAM	D1 antagonist	D1 PAM	D2 antagonist
49	CC12CCC(C(=O)Nc3ccc4c(c3)OCCO4)(OC1=O)C2(C)C (configuration not stated)	2	1	3	8	9
50	COc1ccc(CN(C(=O)CCC(=O)Nc2cc(C)on2)C(C(=O)NC(C)(C)C)c2cccc(OC)c2OC)cc1 (configuration not stated)	7	5	-3	-8	-1
51	COCCn1c(SCC(=O)c2c(N)n(C3CC3)c(=O)[nH]c2=O)nc2ccccc21	1	-2	-41*	-4	1
52	Cc1ccc2[nH]c(CSc3nnc(NC(=O)COc4ccc(F)cc4)s3)cc(=O)c2c1	0	2	0	0	·
53	CCC(=O)Nc1ccc(C(=O)Nc2ccc3c(c2)C(=O)N(CC2CCCO2)C3=O)cc1 (configuration not stated)	1	-8	7	-4	·
54	Fc1ccc(COc2ccc(Br)cc2CNCC2CCCO2)cc1 (configuration not stated)	9	0	-7	-12	-17
55	N#Cc1ccc(C(=O)OCC(=O)Nc2cccnc2Cl)cc1	1	3	9	-3	-14
56	CCOC(=O)C1(C(F)(F)F)N=C(C(F)(F)F)Nc2ccccc21 (configuration not stated)	4	-5	-12	-1	-2

No.	D2 PAM	RXFP1 antag	TRHR ag	D2 ag
49	3	13	-0.2	-0.4
50	13	-22	-3.0	-2.7
51	20	-10	0.0	1.2
52	-1	-12	-0.1	·
53	4	-27	-0.6	·
54	-6	-5	0.7	-1.5
55	3	8	0.1	0.2
56	2	-13	0.7	0.5

Next section
No.	smiles	D1 agonist	TRHR PAM	D1 antagonist	D1 PAM	D2 antagonist
57	FC(F)Oc1ccc(-n2cc(-c3ccccc3)[n+]3c2CCCCC3)cc1	2	-1	5	-9	10
58	COCCN(C(=S)Nc1ccc(OC)c(Cl)c1)C1CCN(C(C)C)CC1	4	6	3	-10	-14
59	N#Cc1ccccc1NS(=O)(=O)c1cc2c3c(c1)CCC(=O)N3CCC2	5	-1	22	1	-1
60	COc1ccc(C2(C(=O)N3CCCC3)CCOCC2)cc1OC	4	0	-12	-1	-2
61	CCOc1ccc(Br)cc1CN(CC)CC	1	-1	-4	-2	11

No.	D2 PAM	RXFP1 antag	TRHR ag	D2 ag
57	-2	-3	-1.0	1.3
58	0	-2	0.2	0.3
59	21	12	-0.1	-0.1
60	15	-19	0.5	0.4
61	-8	-13	-0.7	-0.8
